Bioassay records (PubChem BioAssay)
PLK1 PBD inh – inhibitors of human PLK1 polo-box domain binding; P53350; Plk1 PBD binding of FITC phosphopeptide, fluorescence polarization; Potency, µM, for inactives: max response, negative = inhibition, hits mostly inhibitors; 360,000 tested, 2.8% active; AID 720504; note: potency is the fitted concentration of half-maximal effect; series mostly up to about 57 µM; % is set by controls: 0 for no effect and ±100 for the full control effect; nearly all actives have a fitted effect of over 65% in size
Target sequence (P53350 whole entry, looked up, the tested form may be a part): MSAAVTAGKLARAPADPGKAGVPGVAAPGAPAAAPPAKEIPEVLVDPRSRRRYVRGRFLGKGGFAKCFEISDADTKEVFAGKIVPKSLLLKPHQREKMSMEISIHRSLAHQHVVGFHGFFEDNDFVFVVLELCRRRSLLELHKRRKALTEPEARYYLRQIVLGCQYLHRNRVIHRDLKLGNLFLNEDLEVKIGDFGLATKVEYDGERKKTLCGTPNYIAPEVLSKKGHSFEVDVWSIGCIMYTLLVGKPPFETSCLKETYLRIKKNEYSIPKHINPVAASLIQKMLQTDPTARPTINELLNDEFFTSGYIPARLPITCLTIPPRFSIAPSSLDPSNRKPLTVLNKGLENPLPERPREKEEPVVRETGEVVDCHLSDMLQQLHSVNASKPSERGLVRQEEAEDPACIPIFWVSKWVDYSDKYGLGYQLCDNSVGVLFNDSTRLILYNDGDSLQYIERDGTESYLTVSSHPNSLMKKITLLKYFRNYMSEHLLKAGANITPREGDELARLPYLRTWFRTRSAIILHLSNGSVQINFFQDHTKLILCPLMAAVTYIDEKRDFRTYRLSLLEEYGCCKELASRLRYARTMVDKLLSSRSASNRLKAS
PI5P4Ka inh – inhibitors of human PI5P4K alpha. P48426. PI5P4Kalpha enzyme, ADP-Glo luminescence, 60 min; active compounds read low. max response, %. 330,000 tested, 1.2% active. AID 652105; active = max response of -50% or lower; inconclusive = between -30% and -50%; inactive = -30% or higher; note: value at the top dose of about 77 µM; % is set by controls: 0 for no effect and ±100 for the full control effect
Target sequence (P48426 whole entry, looked up): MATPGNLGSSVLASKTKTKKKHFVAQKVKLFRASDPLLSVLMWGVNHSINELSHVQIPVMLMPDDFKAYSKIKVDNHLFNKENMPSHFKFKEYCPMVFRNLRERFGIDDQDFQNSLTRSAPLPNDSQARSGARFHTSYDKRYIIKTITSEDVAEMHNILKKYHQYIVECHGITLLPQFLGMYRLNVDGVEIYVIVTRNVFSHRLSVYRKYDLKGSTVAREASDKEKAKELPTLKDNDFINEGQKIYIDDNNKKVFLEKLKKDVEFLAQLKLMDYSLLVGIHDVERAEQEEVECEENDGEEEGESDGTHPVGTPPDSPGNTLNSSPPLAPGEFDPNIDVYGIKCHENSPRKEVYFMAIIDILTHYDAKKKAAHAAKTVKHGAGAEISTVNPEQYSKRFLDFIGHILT
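qHTS, 1536-well: enzyme/substrate mix, compound by pin tool, 5 microM ATP final; RT 60 min; ADP-Glo reagents 1 (45 min) then 2 (30 min); luminescence.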
WRN inhibitor – WRN helicase (human) inhibition. WRN helicase unwinding, fluorescent forked duplex, kinetic. AID 651768. Potency, µM (titrated, usually from 114 µM), without a hit: top-dose activity change, negative = inhibition, hits mostly inhibitors. 360,000 tested, 0.46% active; note: potency is the fitted concentration of half-maximal effect; % is set by controls: 0 for no effect and ±100 for the full control effect; nearly all actives have a fitted effect of over 55% in size
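Screening of the MLSMR collection measured strand separation of a quenched forked DNA duplex (100 nM) by 20 nM WRN with 2 mM ATP, all final. Compounds were preincubated with enzyme 15 min at room temperature.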
aSyn yeast inh – rescues yeast growth from alpha-synuclein toxicity; 370,000 tested, 0.14% active; Yeast expressing alpha-synuclein, growth rescue, BacTiter-Glo, 24 h; Potency, µM (doses to about 46.1 µM), inactives show at the top dose growth rescue (activation), usual class: activators; note: potency is the fitted concentration of half-maximal effect; % of control where 0% means no effect; nearly all actives have a fitted effect of over 65% in size
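Screening used galactose-induced yeast with toxic alpha-synuclein levels, exposed to compound for 24 hr at 30 deg C. Cell growth, read with BacTiter-Glo luminescence, gave the measured signal.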
FUS yeast rescue – rescues growth of FUS-expressing yeast; S. cerevisiae FUS-expressing, growth rescue, OD600, 24 h; Potency, µM (doses to about 76.6 µM), inactives show at the highest dose growth rescue (activation), usual class: activators; 390,000 tested, 0.24% active; AID 1347120;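 note: potency is the fitted concentration of half-maximal effect; plate controls were DMSO vehicle for no effect and reference control for full effect; nearly all actives have a fitted effect of over 55% in size; some results filed as inactive show a strong effect at the top dose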
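Steps: raffinose overnight preculture; dilution to OD 0.005 in 2% galactose minimal medium; compound addition (concentration series); 24hr at 30C, 99% humidity; absorbance read at 600 nm.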
EPAC1 agonist – agonists of human EPAC1; O95398; EPAC1 agonist qHTS, biochemical assay; response scale: 100% = response to 6.5 mM cAMP; Potency, µM (series often up to 154 µM), for the others: at the top dose activation, hits mostly activators; 360,000 tested, 0.073% active; note: potency is the fitted concentration of half-maximal effect; nearly all actives have a fitted effect of over 60% in size
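Multi-concentration qHTS readout: loss of Rap1B-bound BODIPY-GDP fluorescence driven by 100 nM EPAC1 with excess GDP (50 uM), monitored kinetically at room temperature; agonist response expressed relative to 6.5 mM cAMP.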
Abeta rescue – compounds reversing amyloid beta toxicity in yeast; yeast expressing A-beta42, growth rescue, OD600, 48 h; response scale: 0% DMSO, 100% iron-clioquinol control; AID 1347071; Potency, µM (highest dose often 46.1 µM), for the others: at the top dose growth rescue, most hits filed as activators; 410,000 tested, 0.063% active; note: potency is the fitted concentration of half-maximal effect; nearly all actives have a fitted effect of over 55% in size
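Yeast growth medium received pinned compounds, then yeast cells expressing toxic A-beta were added; plates incubated at 30 C for 48 hr. Growth read as absorbance at 600 nm, normalized to DMSO and equimolar FeCl3 plus clioquinol controls.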
IL-2 act – activates IL-2 in a cell-based reporter assay; IL-2 activation reporter assay, cell-based qHTS; stimulated with anti-CD3/CD4/CD28 beads; in transgenic mouse T cells; activation, % (series mostly up to about 46 µM); 360,000 tested, 0.065% active; in the data active = activation above about 50%; inconclusive = mostly about 30% to 49%; note: 0% is about no effect
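Readout is EGFP and DsRed signal by fluorescent plate cytometry after 18 h at 37 degrees C. Transgenic mouse T cells (750/well) received compound for 60 min before bead stimulation (anti-CD3, anti-CD4, anti-CD28); memory T cells served as non-tolerant control.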
EPAC1 antag – EPAC1 (human) antagonism; O95398; Potency, µM (top dose mostly 115 µM), inactives show top-dose activity change, negative = inhibition, usual class: inhibitors; 360,000 tested, 0.14% active; EPAC1 GEF assay, Rap1b-BODIPY-GDP exchange fluorescence;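 note: potency is the fitted concentration of half-maximal effect; plate controls were vehicle for no effect and positive control for full effect; nearly all actives have a fitted effect of over 50% in size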
* = called active by the depositor; ? = inconclusive; nt = not tested or not shown; [ ] = remark or other dose. Unless noted, calls come from the whole dose curve; as a rule, active = well fitted curve in the direction sought with a large enough effect; inconclusive = small, poorly fitted or top-dose-only effect, or another doubt; inactive = no such curve, though single readings can be large; an effect the other way counts as inactive or inconclusive.

SMILES	PLK1 PBD inh	PI5P4Ka inh	WRN inhibitor	aSyn yeast inh	FUS yeast rescue	EPAC1 agonist	Abeta rescue	IL-2 act	EPAC1 antag
COc1ccccc1Nc1ccc(C(=O)O)cc1[N+](=O)[O-]	1%	-4	-3%	18%	-3%	-3%	25%	-2.6	-1%
O=C(CCN1C(=O)c2cccc3cccc(c23)C1=O)N1CCN(Cc2ccc3c(c2)OCO3)CC1	-2%	nt	-2%	-1%	31%	5%	3%	1.5	16%
CCOC(=O)c1c(NC(=O)COC(=O)CCS(=O)(=O)c2ccc(C)cc2)sc(C)c1C	-3%	15	-10%	7%	nt	0%	3%	-1.7	-4%
C/C(=N\NC(=O)c1cnccn1)c1ccc([N+](=O)[O-])cc1	5%	-1	10%	4%	-5%	3%	-6%	2.1	12%
N#CC1(NC(=O)COC(=O)c2ccc(Cl)nc2)CCCCC1	1%	1	-16%	-12%	?	-5%	1%	-0.5	8%
CC(C)n1nc(C(=O)OCn2nnc3ccccc3c2=O)c2ccccc2c1=O	-9%	-1	-3%	-3%	-12%	-10%	-19%	-1.9	3%
O=C(Cn1cncn1)NCCCc1ccccc1	-3%	2	-11%	0%	0%	-7%	-21%	0.1	-42%
Cc1cccc(OCCNc2ncccc2[N+](=O)[O-])c1	7%	28	4%	10%	10%	6%	-3%	-2.3	-3%
C[C@@H]1CN([C@H](C)CO)C(=O)CCCn2cc(nn2)CO[C@H]1CN(C)C(=O)OCc1ccccc1	?	9	-5%	3%	-16%	-7%	14%	2.0	-6%
Nc1nnc(-c2ccc(Cl)cc2)o1	-8%	-4	-1%	1%	18%	12%	-1%	-5.3	8%
CC(C)C(=O)n1nc(-c2cccnc2)nc1NCc1cccs1	-3%	2	-3%	-1%	9%	9%	4%	-0.7	7%
Nc1ccc(C(=O)Nc2cccc(NC(=O)c3ccc(N)cc3)c2)cc1	27µM*	-2	4%	4%	14%	-7%	16%	0.2	-15%
O=C(CCNS(=O)(=O)c1ccc(Cl)cc1)OCC(=O)c1ccc[nH]1	-4%	-15	-21%	9%	19%	3%	15%	-2.2	-2%
Cc1onc(-c2ccccc2Cl)c1C(=O)Nc1ccc(Br)cc1	-9%	2	-4%	2%	29%	13%	12%	-0.2	-13%
CCOc1ccc(S(=O)(=O)N2CCCC2)c2ccccc12	1%	11	4%	2%	38%	9%	-22%	-4.3	-5%
COc1ccccc1/C=C/C(=O)NCC(=O)N/N=C/c1cc(Br)ccc1OC	-1%	6	-8%	2%	27%	8%	14%	0.0	-9%
Cc1c(C(=O)N2CCOCC2)[nH]c2ccc(OCc3ccccc3)cc12	-7%	1	-5%	-1%	33%	-1%	15%	-3.7	-15%
CCN(CC)CCN(C(=O)C1CCCCC1)c1nc2cc3c(cc2s1)OCO3	-7%	10	0%	2%	8%	1%	15%	0.6	-28%
Cc1c(C(=O)N2CCC2)oc2c(F)cccc12	-11%	-14	-28%	-5%	13%	3%	-4%	1.0	-6%
C[C@@H]1CN(S(=O)C(C)(C)C)[C@H](CCO)/C1=C\c1ccccc1 (stereo partly drawn)	0%	-7	-3%	10%	-27%	-15%	7%	0.4	2%
CCn1c2ccccc2c2cc(C3C(C#N)=C(C)NC(C)=C3C#N)ccc21	5%	nt	-9%	-2%	6%	6%	10%	-0.6	10%
O=C(NCc1cccs1)C1CCCN1C(=O)Nc1cccc(Cl)c1 (stereo not drawn)	-8%	3	-1%	-4%	3%	10%	2%	-0.5	1%
Cc1cc(-c2nnc(-c3cc4ccccc4oc3=O)o2)c(C)n1-c1ccccc1	2%	nt	-11%	2%	35%	1%	7%	-0.3	-14%
COc1ccc(/C=N/OCC(=O)NCC(C)C)c(OC)c1	-16%	-6	-7%	-2%	-17%	2%	-21%	-2.1	10%
Cc1ccc2c(c1)c1c(n2CC(O)Cn2c(C)nc3ccccc32)CCCC1 (stereo not drawn)	-18%	9	5%	-7%	25%	-16%	-15%	-5.8	-17%
Cc1ccc(S(=O)(=O)Nc2cccc(C(=O)NCc3ccc(S(N)(=O)=O)cc3)c2)cc1	-9%	0	-4%	-3%	-5%	12%	-4%	0.5	-21%
CCOc1cc(/C=C/c2cc(C(F)(F)F)[nH]c(=O)n2)ccc1O	0%	-12	-11%	-2%	4%	-12%	-11%	1.3	-13%
C=CCNS(=O)(=O)c1cc2c3c(c1)CCN3C(=O)CC2	-3%	0	4%[11.6 µM]	-6%	-16%	9%	9%	-0.5	-5%
CN1C(=O)/C(=C/c2ccccc2F)Sc2ccc(C(=O)N3CCCC3)cc21	-12%	-1	-10%	-8%	24%	12%	0%	-3.3	-11%
O=c1oc(Nc2cccc(F)c2)nc2ccccc12	-8%	0	9%	-6%	-10%	-3%	-5%	0.8	-3%

Shown as labelled records: 2 of the compounds above
CN1C(=O)/C(=C/c2ccccc2F)Sc2ccc(C(=O)N3CCCC3)cc21
  PLK1 PBD inh = -12%	PI5P4Ka inh = -1	WRN inhibitor = -10%	aSyn yeast inh = -8%	FUS yeast rescue = 24%	EPAC1 agonist = 12%	Abeta rescue = 0%	IL-2 act = -3.3	EPAC1 antag = -11%
O=c1oc(Nc2cccc(F)c2)nc2ccccc12
  PLK1 PBD inh = -8%	PI5P4Ka inh = 0	WRN inhibitor = 9%	aSyn yeast inh = -6%	FUS yeast rescue = -10%	EPAC1 agonist = -3%	Abeta rescue = -5%	IL-2 act = 0.8	EPAC1 antag = -3%

(more compounds)
SMILES	PLK1 PBD inh	PI5P4Ka inh	WRN inhibitor	aSyn yeast inh	FUS yeast rescue	EPAC1 agonist	Abeta rescue	IL-2 act	EPAC1 antag
Cc1cc(O)c2c(C)c(CC(=O)N3CCN(C(=O)C4COc5ccccc5O4)CC3)c(=O)oc2c1 (stereo not drawn)	-8%	0	-7%[57.1 µM]	1%	28µM*	3%	7%	-1.9	-10%
O=C(c1ccc([N+](=O)[O-])s1)N1CCN(c2ncccn2)CC1	-3%	-17	11%	9%	-11%	6%	-2%	-3.0	6%
O=C(c1cc2c(s1)CCC2)N1C(=O)c2ccccc2S1(=O)=O	-8%	0	-2%	3%	2%	13%	4%	-0.5	-5%
CC1(C)Cc2c(sc3c2c(=N)n(Cc2ccco2)c(=O)n3CC(=O)Nc2ccccc2)CO1	1%	-12	-14%	-13%	12%	14%	-1%	3.1	?
CCn1c(=O)c(C(=O)Nc2ccccn2)c(O)c2ccccc21	1%	0	5%	10%	-10%	7%	7%	-0.2	-20%
CCc1ccc(C(=O)NNc2cc(Cl)ccc2Cl)cc1	-8%	-7	1%	4%	8%	-10%	9%	-0.7	-19%
Cc1cc(C)c(NC(=O)OCCN2CCOCC2)c(C)c1	2.7µM*	-63*	-13%	-13%	-12%	5%	-12%	-0.8	0%
COc1ccc(OCCNC(=O)c2ccc3nc(C)c(N(C)Cc4ccc(NC(C)=O)cc4)n3c2)cc1	4%	4	1%	0%	-12%	-9%	-8%	0.3	-7%
CC1(C)CC[C@]2(C(=O)O)CC[C@]3(C)C(=CC[C@@H]4[C@@]5(C)CC[C@H](O)C(C)(C)[C@@H]5CC[C@]43C)[C@@H]2C1	?	?	15%	-2%	-33%	-36%[inhibitor]	-7%	-0.5	-9%
O=C(N/N=C/c1cccc(O)c1)c1ccc(NC(=O)c2cccc([N+](=O)[O-])c2)cc1	-6%	-27	-1%	-4%	5%	-7%	-1%	-2.6	-7%
O=C(c1cc2cc([N+](=O)[O-])ccc2oc1=O)n1cccn1	0%	-9	-32%[57.1 µM]	-9%	7%	-13%	21%	-2.7	?
COc1ccccc1Cc1c(-c2ccc(OC)c(OC)c2)nc2c(C)cc(Br)cn12	0%	7	-11%	1%	?	14%	-13%	-0.8	2%
COc1ccccc1C1CC(c2ccccc2)=NN1C(=O)c1ccccc1 (stereo not drawn)	-1%	8	-1%	17%	?	3%	0%	-3.0	-4%
CC1(CCc2ccccc2)NC(=O)N(Cc2nnc(-c3ccccc3Br)o2)C1=O (stereo not drawn)	-6%	-4	5%	8%	?	0%	1%	-0.5	0%
Cc1noc(C)c1NC(=O)Nc1ccc2c(c1)C(=O)N([C@@H](C)CO)C[C@@H](C)[C@H](CN(C)C(=O)Nc1cccc3ccccc13)OCCCC[C@H](C)O2	-13%	-6	9%	-4%	?	-16%	-3%	-2.7	9%
COCCOC(=O)C1=C(C)N=C2SCCC(=O)N2C1c1cccc(Br)c1 (stereo not drawn)	-2%	0	-9%	nt	-14%	10%	4%	1.1	1%
COCC(C)n1c(C)cc(C(=O)COC(=O)c2ccc3c(c2)NC(=O)CS3)c1C (stereo not drawn)	-18%	2	-5%	10%	8%	0%	8%	-4.5	-4%
CCOC(=O)N1CCN(C(=O)c2cc(COc3cccc(C(F)(F)F)c3)on2)CC1	1%	-2	-22%	5%	nt	-1%	-2%	-0.8	-27%
COc1ccc(-n2nnnc2C(C2CC2)N2CCN(C/C=C/c3ccccc3)CC2)cc1 (stereo not drawn)	-6%	0	7%	-6%	4%	22%	-21%	-0.5	-16%
CC(=O)C1C(c2ccc(Cl)cc2)c2c(noc2C)CC1(C)O (stereo not drawn)	-1%	3	-2%	12%	1%	0%	1%	-0.3	-3%
Cc1ccc(C(O)CN2C3=NCCN3c3ccccc32)cc1 (stereo not drawn)	-2%	-3	7%	4%	-2%	-4%	3%	0.7	14%
Cc1nc(SCC(=O)NCC(F)(F)F)c2c(-c3cccs3)csc2n1	-22%	-1	-2%	16%	-12%	-6%	0%	-5.7	-13%
O=C(COc1cccnc1[N+](=O)[O-])Nc1cccc2ccccc12	0%	-6	-3%	20%	nt	7%	-4%	-6.3	11%
O=C(O)C(CCc1ccccc1)(Cc1ccccc1)C(=O)O	1%	6	9%	0%	-17%	-2%	28%	0.3	0%
CCCCN(C)C(=O)C1CCC(CNS(=O)(=O)c2ccc3c(c2)CC(C)N3C(=O)C2CC2)CC1 (stereo not drawn)	-3%	6	-6%	7%	?	2%	nt	-0.7	-11%
COc1cc(/C=N\NC(=O)c2nonc2N)c(OC)cc1Br	0%	3	7%	-2%	7%	1%	-5%	-0.7	-15%
